Compound activity as filed in PubChem BioAssay.
Chronic BCR inh – qHTS Assay to Find Inhibitors of Chronic Active B-Cell Receptor Signaling; ABC-DLBCL IkBa-CBG/CBR reporter, luminescence ratio, 4 h; Potency, µM (top dose mostly 46.1 µM), for inactives: at the top dose ratio change, negative = lower green/red ratio, hits mostly inhibitors; actives 0.05% (n = 340,000); AID 493014, 2011; active = well fitted inhibition curve with a large enough effect in the signal ratio, with a control signal flat, not every such curve was filed as active; inconclusive = small, poorly fitted or top-dose-only effect, or effect the other way, or a change in a side signal; the % refers to the signal ratio;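 also: potency is read from the fitted curve at half-maximal effect; plate controls were basal doxycycline-induced cells for no effect and cells given 10 µM MG132 for full effect; MG132 reads +100%, hits lower the ratio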
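Concentration-response series (up to 46 uM) were applied to TMD8 dual-reporter cells for 4 h at 37C with doxycycline. Green/red ratio, after filter-overlap correction, defined %Activity; red signal alone was normalised to basal cells and zero luminescence.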
A-T KAP1 phos – qHTS Assay for Identifying a Potential Treatment of Ataxia-Telangiectasia; actives 0.19% (n = 320,000); AID 485349, 2010; Potency, µM (series often up to 57.5 µM), without a hit: top-dose activation, hits mostly activators; […] A-T fibroblasts, KAP-1 phosphorylation AlphaLISA; neocarzinostatin DNA damage 30 min before lysis; also: potency is read from the fitted curve at half-maximal effect; % of control where 0% means no effect; nearly all actives have a fitted effect of over 45% in size
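ATM-like activity read as KAP-1 phosphorylation via AlphaLISA donor/acceptor antibody pairs after lysis and 6 hr at 25C. Cells were ATM-null patient fibroblasts ([…], hTERT), dosed 60 min, then exposed to the DSB inducer NCS for 30 min.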
FBPA coupling cs – qHTS Assay for Inhibitors of Fructose-1,6-bisphosphate Aldolase from Giardia Lamblia: Coupling assay counterscreen; coupling enzyme system counterscreen, AmpLite Red fluorescence; activity change, negative = inhibition, % at 58.2 µM, hits read low; actives 0.67% (n = 290,000); AID 2472, 2010; in the data active = activity change below about -30%; also: % is scaled to controls: 0 for no effect and ±100 for the full control effect
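Compounds tested against the coupling enzymes alone at 57.5 uM final; readout was AmpLite Red fluorescence (525/598 nm) after 20 min at RT.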
CXXC DNA block – qHTS Fluorescence Polarization Assay for Inhibitors of MLL CXXC domain - DNA interaction | MLL-CXXC / FITC-HOXA9 DNA fluorescence polarization | Potency, µM (top dose mostly 115 µM), for inactives: at the highest dose activity change, negative = inhibition, usual class: inhibitors | actives 0.037% (n = 290,000); active = well fitted inhibition curve with a large enough effect in the polarisation, with a control signal flat, not every such curve was filed as active; inconclusive = small, poorly fitted or top-dose-only effect, or effect the other way, or a change in a side signal; inactive = no such curve, though single readings can be large or run the other way; the % refers to the polarisation; also: potency is read from the fitted curve at half-maximal effect
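Purified MLL-CXXC (added from a 7 uM solution) was preincubated 5 min at ambient with pinned compounds in 50 mM Tris-HCl pH 7.5, 50 mM NaCl, 1 mM DTT, 0.05% BSA. Fluorescein-labeled HOX-A9 DNA (50 nM solution) followed, 30 min, then polarization read.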
TCR act – Activators of T cell receptors: qHTS campaign; Potency, µM (highest dose often 9.22 µM), inactives show at the highest dose activation of IL-2 secretion, most hits filed as activators; primary human leukocytes, anti-CD3, IL-2 HTRF, 48 h; 330,000 tested, under 10 active; also: % of control where 0% means no effect
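Human primary leukocytes + a-CD3 beads + cpd, 48 hr; IL-2 in supernatant by HTRF (ex 320nm / em 665nm). No co-stimulatory signal supplied.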
Tb PFK block – qHTS Assay to Find Inhibitors of T. brucei phosphofructokinase | ATP-dependent 6-phosphofructokinase (Trypanosoma brucei brucei), O15648 | T. brucei PFK, ADP-Glo luminescence | Potency, µM (highest dose often 57.5 µM), for the others: at the top dose activity, negative = inhibition, actives largely listed as inhibitors | actives 0.17% (n = 330,000);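 also: potency is read from the fitted curve at half-maximal effect; 0% = uninhibited 1x PFK enzyme wells and -100% = no-enzyme wells; nearly all actives have a fitted effect of over 60% in size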
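1.25 nM PFK with 0.5 mM F6P and 0.1 mM ATP in 0.1 M TEA pH 8.0, 5 mM MgCl2, incubated 45 min at room temperature; ADP measured by ADP-Glo luminescence; compounds titrated up to 57 uM.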
GALK inhibitor – qHTS Assay for Inhibitors of Human Galactokinase (GALK) | actives 0.007% (n = 270,000) | AID 1868, 2009 | Potency, µM (top dose mostly 57.5 µM), for inactives: top-dose activity change, negative = inhibition, most hits filed as inhibitors | P51570 | Purified GALK, Kinase-Glo residual ATP luminescence; also: potency is read from the fitted curve at half-maximal effect; % is scaled to controls: 0 for no effect and ±100 for the full control effect
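Quantitative HTS: GALK 5 nM, ATP 35 uM, galactose 100 uM, 1 h room temperature, then luciferase-based ATP detection.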
TSHR antag – Antagonists of the Thyroid Stimulating Hormone Receptor: HTS campaign. Thyrotropin receptor (Homo sapiens), P16473. TSHR-expressing cells, TSH-stimulated cAMP HTRF, 2 h; hits give low values. activity change, negative = inhibition, % at 11.5 µM. actives 0.2% (n = 330,000);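 active = activity change below a set negative limit, meaning inhibition stronger than a set level, cut at about -70% in these data; inconclusive = activity change between two set negative limits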; also: % is scaled to controls: 0 for no effect and ±100 for the full control effect
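Freshly harvested TSHR cells receive pin-tooled compound, then EC80 TSH at 4nM final. After 2 hours at 37 deg C, antibody in lysis buffer and cAMP-d2 are added; 30 minutes at ambient temperature precede the HTRF read.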
hERG WT inh – qHTS for Inhibitors of KCHN2 3.1: Wildtype qHTS; U2OS, BacMam KCNH2, thallium flux FluxOr; hits give low values; activity change, % at 1.84 µM; actives 0.37% (n = 340,000); AID 720551, 2013;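 active = maximum activity change below -70%; inconclusive = maximum activity change between -70% and -50%; inactive = maximum activity change above -50%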; also: % is scaled to controls: 0 for no effect and ±100 for the full control effect
Target sequence (Q12809 whole entry, looked up): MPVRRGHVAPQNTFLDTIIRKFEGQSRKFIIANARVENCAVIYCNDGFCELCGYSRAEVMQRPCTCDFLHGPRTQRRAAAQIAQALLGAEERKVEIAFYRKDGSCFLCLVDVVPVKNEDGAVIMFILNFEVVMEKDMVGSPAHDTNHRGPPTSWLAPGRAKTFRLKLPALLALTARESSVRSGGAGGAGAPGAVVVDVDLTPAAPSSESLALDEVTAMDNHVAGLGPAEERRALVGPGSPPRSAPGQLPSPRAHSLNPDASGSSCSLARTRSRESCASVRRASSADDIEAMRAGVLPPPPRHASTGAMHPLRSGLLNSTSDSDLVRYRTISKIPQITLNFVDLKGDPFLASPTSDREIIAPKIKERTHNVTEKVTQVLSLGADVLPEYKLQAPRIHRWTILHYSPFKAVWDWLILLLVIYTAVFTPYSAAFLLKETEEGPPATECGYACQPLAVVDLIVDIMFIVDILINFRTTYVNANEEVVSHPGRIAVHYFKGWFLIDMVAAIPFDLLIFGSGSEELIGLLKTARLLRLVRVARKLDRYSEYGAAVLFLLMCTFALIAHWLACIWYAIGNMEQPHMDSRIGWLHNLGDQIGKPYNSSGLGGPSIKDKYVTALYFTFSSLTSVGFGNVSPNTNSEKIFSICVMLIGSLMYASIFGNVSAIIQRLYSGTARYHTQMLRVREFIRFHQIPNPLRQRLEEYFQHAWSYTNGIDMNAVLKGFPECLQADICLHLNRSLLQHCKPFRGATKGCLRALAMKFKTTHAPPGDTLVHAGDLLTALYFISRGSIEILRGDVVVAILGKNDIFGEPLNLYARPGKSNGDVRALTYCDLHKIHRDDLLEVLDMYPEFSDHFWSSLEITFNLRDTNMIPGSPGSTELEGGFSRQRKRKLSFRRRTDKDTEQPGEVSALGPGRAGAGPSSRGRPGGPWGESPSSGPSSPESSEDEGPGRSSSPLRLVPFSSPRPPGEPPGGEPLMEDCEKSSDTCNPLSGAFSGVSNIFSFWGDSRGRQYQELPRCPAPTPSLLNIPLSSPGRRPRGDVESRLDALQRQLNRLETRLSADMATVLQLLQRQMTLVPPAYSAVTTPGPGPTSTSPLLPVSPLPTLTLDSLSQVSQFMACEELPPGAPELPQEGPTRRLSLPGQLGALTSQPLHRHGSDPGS
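U2OS cells transduced with wild-type KCNH2 virus are loaded with FluxOr dye for 45 min, and thallium flux is measured in kinetic reads before and after stimulation buffer. Rate constants are normalized to DMSO controls.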
Giardia killer – Small Molecules that selectively kill Giardia lamblia: qHTS; activity change, % at 7.66 µM, hits read low; Giardia lamblia trophozoite viability; actives 0.15% (n = 340,000); in the data active = activity change below about -80%; inconclusive = between about -30% and that limit;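 also: parasites exposed to compound for two days anaerobically before the ATP read; % is scaled to controls: 0 for no effect and ±100 for the full control effect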
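Anaerobic 48 hrs incubation at 37 deg C of 100 trophozoites/well with test compounds; ATPLite 1-Step luminescence, 15-30 min RT, reports cellular ATP as viability.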
* marks the source's active call; other numbers are inactive results; i = inactive; u = inconclusive; x = not tested or not shown; & = joins results of further samples; [ ] = dose if it differs, or a comment. Unless noted, calls follow the shape of the dose curve; as a rule, active = well fitted curve in the direction sought with a large enough effect; inconclusive = small, poorly fitted or top-dose-only effect, or another doubt; inactive = no such curve, though single readings can be large; an effect the other way counts as inactive or inconclusive. Compounds as they come (roughly 1.6% active in at least one column).

SMILES	Chronic BCR inh	A-T KAP1 phos	FBPA coupling cs	CXXC DNA block	TCR act	Tb PFK block	GALK inhibitor	TSHR antag	hERG WT inh	Giardia killer
O=C(CCCN1C(=O)c2ccccc2C1=O)Nc1sc2c(c1C(=O)NCc1ccco1)CCC2	25%	1%	1	5%	x	20%	-8%	9	-21	7
CN1CCN(C(=O)CN2C(=O)NC(C)(c3ccc4ccccc4c3)C2=O)CC1 (stereo not given)	u	22%	x	x	0%	14%	x	-7	19	3
CCN1CCn2c1nc(N1CCCCC1)nc2=O	-1%	1%	0	6%	4%	1%	0%	0	-13	-9
Cc1ccccc1/[N+]([O-])=C/c1cccs1	-5%	1%	4	2%	0%	3%	-7%	-3	x	2
Cc1cc(=O)oc2cc(OCC(=O)N/N=C/c3cc([N+](=O)[O-])ccc3O)ccc12	25%	-6%	5	-18%	-3%[46.1 µM]	0%	-2%	-13	-13	8
COc1cc(OC)c2ccc(=O)oc2c1C(CCN1CCN(c2ccccc2)CC1)c1ccc2c(c1)OCO2 (stereo not given)	-5%	-5%	2&-8	2%	-7%	-4%	1%	-1	2	19&7
COc1ccc(S(=O)(=O)N2CCOCC2)cc1NC(=O)CSc1nnc(C2CC2)n1C	-5%	9%	x	x	12%	-2%	x	x	-7	35[activator]
Cc1cccc(/N=C2/NC(=O)C(Cc3ccccc3)S2)n1 (stereo not given)	u	-6%	1	3%	-3%	0%	-1%	-5	-11	1
Cc1cc(NC(=O)c2ccco2)ncc1NC(=O)Cc1ccccc1	4%	2%	-2	-5%	5%	1%	0%	-10	5	-8
CCOc1ccc(C/C(N)=N/n2cnnc2)cc1	0%	8%	0	-1%	0%	0%	-5%	-5	-15	8
Cc1ccccc1CNC(=O)COc1ccccc1	-9%	9%	5	-1%	16%	0%	4%	4	-1	-18
CC1CCN(C(=O)CSc2ccc(-c3ccc4c(c3)OCCO4)nn2)CC1	u	-1%	1	14%	-10%	0%	4%	-1	-1	-7
CC[C@]12c3[nH]c4cc(CCC(=O)N(C)C)ccc4c3CCN1C(=O)[C@@H](CC(=O)NCCC1=CCCCC1)C[C@@H]2C(=O)N1CCN(C(=O)C2CC2)CC1	u	9%	x	x	1%[46.1 µM]	-4%	x	-7	-3	13
CCOc1ccc(NC(=O)Cn2c(=O)oc3ccccc32)cc1	u	17%	-3	3%	1%	3%	1%	6	3	-8
COc1cc2c(cc1OC)C(C(=O)N1CCCCC1)C(c1ccccc1F)N(C)C2=O (stereo not given)	3%	16%	3	2%	-4%	2%	0%	-3	-3	-24
O=C(Nc1cccc(S(=O)(=O)N2CCCCC2)c1)C1COc2ccccc2O1 (stereo not given)	5%	2%	x	x	-6%	-9%	x	-7	3	0
O=[N+]([O-])c1ccc(N2CCCCC2)cc1	u	23%	3	-2%	-3%	-12%	-1%	18	2	-3
CCCCc1nc2cc(C(=O)N3CCN(c4cnccn4)CC3)ccc2o1	5%	8%	-1	3%	-10%	-1%	-2%	-1	6	1
Cc1ccc(S(=O)(=O)Nc2cc(S(=O)(=O)N3CCOCC3)ccc2NCC2CCCO2)cc1 (stereo not given)	-3%	3%	x	x	-8%	-2%	x	-31	-26	-12
CC(C)CCNC(=O)c1c[nH]c2ccc(S(=O)(=O)N3CCC4(CC3)OCCO4)cc2c1=O	2%	1%	3	-7%	-2%	-3%	x	0	-14	-6
O=C(NCCN1CCOCC1)C1CC(=O)N(c2ccc(Cl)cc2)C1 (stereo not given)	6%	2%	2	7%	-3%	1%	1%	21	-9	-19
CCOc1ccc(S(=O)(=O)Nc2cccc(C(=O)N3CCN(c4ccccc4O)CC3)c2)cc1	8%	5%	x	x	-35%	-3%	x	-23	-17	13
O=C1CC(c2ccccc2)CC(O)=C1C=NCCc1ccccc1 (stereo not given)	0%	5%	2	5%	-63%	4%	0%	-10	8	13
COc1ccc(NC(=O)c2c(Nc3ccccc3)sc(C(=O)c3ccc(F)cc3)c2N)cc1	u	-1%	-4	2%	2%	1%	-1%	-42	3	0
COc1ccccc1NC(=O)COC(=O)Cc1c[nH]c2ccccc12	u	0%	-2	13%	6%	-4%	-1%	0	-17	17

Complete entries, quoted from the list. Screens in order: Chronic BCR inh	A-T KAP1 phos	FBPA coupling cs	CXXC DNA block	TCR act	Tb PFK block	GALK inhibitor	TSHR antag	hERG WT inh	Giardia killer
CC1CCN(C(=O)CSc2ccc(-c3ccc4c(c3)OCCO4)nn2)CC1 is listed as u	-1%	1	14%	-10%	0%	4%	-1	-1	-7
Cc1cc(=O)oc2cc(OCC(=O)N/N=C/c3cc([N+](=O)[O-])ccc3O)ccc12 is listed as 25%	-6%	5	-18%	-3%[46.1 µM]	0%	-2%	-13	-13	8

Carrying on.
SMILES	Chronic BCR inh	A-T KAP1 phos	FBPA coupling cs	CXXC DNA block	TCR act	Tb PFK block	GALK inhibitor	TSHR antag	hERG WT inh	Giardia killer
Cc1ccc(Cn2c(SCCN3CCCCC3)nc3c2c(=O)[nH]c(=O)n3C)cc1	-1%	1%	0	-3%	-8%[46.1 µM]	u	0%	5	-42	5
Cc1ccc(-c2nc3ncccc3o2)cc1NC(=O)CC(C)C	-2%	21%	-2	-3%	-19%[46.1 µM]	8%	0%	11	-1	7
N#Cc1cccc(CSc2nnc(CCCO)n2-c2ccccc2)c1	1%	-7%	1	1%	-1%	-3%	1%	-3	9	-5
CCOC(=O)C(=CNc1ccc(C(F)(F)F)cc1Cl)C(=O)OCC	9%	5%	-2	-14%	-6%	-2%	-2%	-8	14	-18
Cc1cccc(COc2ccccc2C(=O)OCC(=O)N(C)c2c(N)n(Cc3ccccc3)c(=O)[nH]c2=O)c1	u	7%	x	5%	6%	0%	5%	-7	-14	-8
CCCN=C1N(C)C[C@@H]2[C@@H]3C(=O)N(Cc4ccccc4)C(=O)[C@@H]3[C@](C)(C(=O)OC)N12	9%	0%	x	x	1%[46.1 µM]	-1%	x	-4	-3	-2
CC1CCCCN1C(=O)Cn1c(=O)n(C2CCCCC2)c(=O)c2ccccc21 (stereo not given)	-1%	3%	0	-7%	-5%	0%	0%	-4	-6	-8
Clc1ccc(-c2nnc(-c3ccc(Br)cc3)c(N3CCSCC3)n2)cc1	u	2%	0	17%	6%	9%	-1%	19	13	-6
O=C(c1cccc(Cl)c1)c1nn(-c2ccccc2)c(=O)cc1C(F)(F)F	u	14%	1	39%[activator]	1%	-7%	-1%	6	-4	-5
CCOC(=O)C(Sc1nn(C)c(=S)s1)C(C)=O (stereo not given)	u	-6%	8	-2%	1%	1%	1%	9	2	4
COc1ccc(OC)c(/C=C/C(=O)Nc2ccc3c(c2)CCC3)c1	u	1%	1	11%	-6%[46.1 µM]	-5%	-1%	-9	-15	19
CCN1C(=O)[C@H]2[C@@H](c3ccc(-c4ccc5c(c4)OCO5)c(OC)c3)N[C@@](CC(C)C)(C(=O)OC)[C@H]2C1=O	0%	u	x	x	-1%	15%	x	20	0	7
O=C(NCCc1ccc(O)cc1)c1ccc(Cl)cc1	u	-10%	-5	9%	5%	1%	x	-3	-1	-22
CCN(CC)C(=O)COc1ccc(/C(C)=N/NC(=O)c2ccccc2Br)cc1	u	-2%	3	4%	1%	0%	3%	0	-1	-21
O=C(N/N=C/c1cccnc1)c1sc2ccccc2c1Cl	u	1%	0	13%	4%	0%	-27%	6	7	6
CCC(C(=O)Nc1ccccc1-c1ccccc1)c1ccccc1 (stereo not given)	12%	6%	0	-2%	1%	1%	0%	7	-4	5
O=C(NCCOc1ccc(F)cc1)C1CCC(=O)N(CC2CCCCC2)C1 (stereo not given)	13%	1%	0	0%	2%	2%	-2%	10	15	-5
COc1ccc(CC(=O)NNC(=O)c2cccs2)cc1	7%	-3%	4	-5%	4%	4%	1%	15	i	-22
Cc1cccc2c3c([nH]c12)C(=O)CC(C)(C)S3	u	1%	0	0%	1%	-5%	-1%	-18	-8	-15
Cc1cc(O)c(C(=O)c2ccccc2C(=O)O)cc1C	10%	-12%	8	4%	2%	3%	7%	-2	-3	5
CSc1nc(=S)cc(C)[nH]1	-8%	3%	-1	4%	-1%	-23%	-1%	-2	-3	5
CCOc1cc(CNc2ncn[nH]2)ccc1OCC(=O)NC(C)(C)C	2%	11%	2	-8%	1%	2%	5%	6	-1	-1
Cc1cc(C(=O)NCC(C)C)c2ccccc2n1	-2%	-5%	-2	4%	5%	3%	0%	1	-3	-9
